# Pf growth 96h: P. falciparum growth inhibition at 96 hour, primary screen for plastid delayed-death inhibitors; P. falciparum luciferase reporter growth, 96 h; Potency, µM (highest dose often 28.7 µM), inactives show top-dose activity change, negative = inhibition, most hits filed as inhibitors; hit rate 6.9% among 320,000
#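 Compounds incubated with erythrocytes infected by luciferase-expressing P. falciparum (2% hematocrit, 0.05% parasitemia final) for 96 hours, 37 C in 5% CO2. Growth inhibition scored as decreased luciferase luminescence.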
# Pf growth 48h: P. falciparum growth inhibition at 48 hours (one generation); Potency, µM (top dose mostly 28.7 µM), for the others: at the highest dose activity change, negative = inhibition, actives largely listed as inhibitors; hit rate 5.9% among 310,000; AID 504832; P. falciparum luciferase growth in erythrocytes, 48 h
#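 Here the parasites carry a stable luciferase gene and grow inside erythrocytes in Albumax-based RPMI medium with compound for one erythrocytic cycle. Activity is scored as loss of luminescent signal.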
# Sm TGR inh: blocks Schistosoma mansoni thioredoxin glutathione reductase; Q962Y6; purified TGR, DTNB reduction, TNB absorbance 405 nm; Potency, µM (top dose mostly 114 µM), for the others: top-dose activity change, negative = inhibition, most hits filed as inhibitors; hit rate 3% among 360,000; AID 485364; also: nearly all actives have a fitted effect of over 60% in size
#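 First, TGR (20 nM dispensed) and NADPH were mixed with compound. Second, a 15 min room-temperature incubation followed. Third, further NADPH and then DTNB were added to start the reaction. Finally, TNB absorbance was monitored kinetically.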
# HCV inh: blocks hepatitis C virus; Huh7.5.1 HCVcc-Cre infection, luciferase reporter, 44 h; hit rate 3.4% among 340,000; Potency, µM (series often up to 41.8 µM), for inactives: top-dose activity change, negative = inhibition, hits mostly inhibitors; AID 651820
#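 Infectious HCV cell culture screen: compound-treated cells (1,000/well, pre-plated 4 h) are infected with HCVcc-Cre at roughly 0.5 moi and grown 44 h. Infection is quantified by luciferase signal after 15 min substrate incubation at room temperature.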
# TbPYK inhibitor: inhibitors of Trypanosoma brucei pyruvate kinase; Q57TT1; TbPYK enzyme, Kinase-Glo Plus ATP luminescence, 45 min; Potency, µM (highest dose often 76.8 µM), without a hit: at the top dose activity, negative = inhibition, hits mostly inhibitors; hit rate 0.12% among 410,000; AID 624173; also: nearly all actives have a fitted effect of over 50% in size
#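 Luminescence from Kinase-Glo Plus, added after a 45-minute room-temperature reaction, served as the end-point read-out. The enzyme and substrate were preincubated with compound before ADP (130 uM final) initiated turnover. Concentration-effect curves came from normalized qHTS data.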
# LmPK inh: inhibitors of Leishmania mexicana pyruvate kinase | Q27686 | purified LmPK, Kinase-Glo ATP luminescence, 1 h | Potency, µM (top dose mostly 57.5 µM), inactives show at the top dose activity change, negative = inhibition, most hits filed as inhibitors | hit rate 0.37% among 290,000
# Target sequence (Q27686 whole entry, looked up): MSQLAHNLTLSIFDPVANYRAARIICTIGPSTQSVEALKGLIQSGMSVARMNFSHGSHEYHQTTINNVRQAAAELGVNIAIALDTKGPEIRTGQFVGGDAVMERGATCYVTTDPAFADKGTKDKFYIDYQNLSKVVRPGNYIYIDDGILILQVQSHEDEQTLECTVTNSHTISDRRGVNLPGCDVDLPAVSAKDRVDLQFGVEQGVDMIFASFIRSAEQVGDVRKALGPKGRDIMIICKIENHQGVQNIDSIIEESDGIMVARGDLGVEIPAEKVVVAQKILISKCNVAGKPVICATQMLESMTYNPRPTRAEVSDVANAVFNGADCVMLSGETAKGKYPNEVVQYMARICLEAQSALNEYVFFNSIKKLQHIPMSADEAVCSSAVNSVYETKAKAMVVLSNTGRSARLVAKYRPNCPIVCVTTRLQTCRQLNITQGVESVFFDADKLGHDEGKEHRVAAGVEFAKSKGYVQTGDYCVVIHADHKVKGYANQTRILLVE
#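 ATP generated from ADP (0.1 mM) and PEP (0.5 mM) by 0.1 nM LmPK over 1 h at room temperature (pH 7.2 imidazole buffer) was detected by coupled luciferase luminescence. Values were normalized to uninhibited and no-enzyme wells.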
# Starred values were filed as active, the others as inactive; i = inactive; u = inconclusive; x = no result given; & = joins results of further samples; [ ] = remark or other dose. Calls follow the shape of the dose curve; as a rule, active = well fitted curve in the direction sought with a large enough effect; inconclusive = small, poorly fitted or top-dose-only effect, or another doubt; inactive = no such curve, though single readings can be large; an effect the other way counts as inactive or inconclusive. % is scaled to controls: 0 for no effect and ±100 for the full control effect; potency is read from the fitted curve at half-maximal effect. Rows are unselected, and some 16% of all compounds hit somewhere here.
# A first look:
nr	compound	Pf growth 96h	Pf growth 48h	Sm TGR inh	HCV inh	TbPYK inhibitor	LmPK inh
1	COc1ccc(OCC(=O)Nc2ccc(NC(=O)c3cccs3)cc2)cc1	17%	-4%	5%	-22%	-3%	-1%
2	O=C(c1cnc2sccn2c1=O)N(Cc1ccccc1)c1ccccn1	0%	3%	-1%	-7%	-4%	-1%
3	COC(=O)c1ccc(S(=O)(=O)NCc2ccc(OC)cc2)n1C	75%[activator]	37%[activator]	7%	4%	-12%	7%
4	O=C1c2ccccc2C(=O)N1c1ncn[nH]1	8%	0%	10%	12%	4%	-2%
5	CCCCCCN(C(=O)CCCCCN1C(=O)NC(c2ccc(-c3ccccc3)cc2)C(C(=O)OCc2ccccc2)=C1C)C(C(=O)NCCCC)c1ccc(OCC(=O)OC)cc1 (configuration not stated)	4.7µM*	u	-5%	7%[8.37 µM]	x	-2%
6	CC(NC(=O)CN(C)CC(=O)Nc1ccc(F)c(F)c1F)c1ccccc1 (configuration not stated)	0%	-2%	19%	10%	3%	3%
7	Cc1cc(N)n(-c2ccc(Oc3ccccc3)c(S(=O)(=O)O)c2)n1	1%	12%	-11%	-6%	-15%	1%
8	CCCCOc1ccc(-c2c(C#N)c(N)[nH]c(=S)c2C#N)cc1	-12%	-6%	-8%	1%	-3%	-1%
9	O=C(O)CCc1ccc(-c2ccccc2)o1	16%	22%	1.4µM*	-18%	-24%	-16%
10	COC(=O)Cc1ccc(N(Cc2ccccc2F)S(=O)(=O)c2ccc(Cl)cc2)cc1	41%[activator]	u	11%	7%	-1%	0%
11	CCCCn1c(N)c(N(Cc2ccccc2OC)C(=O)COc2ccccc2OC)c(=O)[nH]c1=O	u	u	-20%	8%	-7%	x
12	Cc1nnc(Sc2c(N)n(C)c(=O)[nH]c2=O)s1	48%[activator]	42%[activator]	15%	7%	-8%	-3%
13	Cc1ccccc1C(=O)/C=C1\NC(=O)CS1	11%	8%	-2%	-1%	6%	0%
14	O=C(CCCCCNc1nc(=S)[nH]c2ccccc12)NCCc1ccc(Cl)cc1	u	-24%	-1%	-29%	0%	0%
15	O=C(c1sc2ccccc2c1Cl)N(Cc1ccccc1Cl)C1CCS(=O)(=O)C1 (configuration not stated)	u	u	-1%	u	3%	-3%
16	Cc1cc(C)c(C)c(S(=O)(=O)N2CCN(C(=O)CCC(=O)N3CCOCC3)CC2)c1C	u	-6%	9%	-1%	5%	2%

# All compounds of this part, repeating the preview:
nr	compound	Pf growth 96h	Pf growth 48h	Sm TGR inh	HCV inh	TbPYK inhibitor	LmPK inh
1	COc1ccc(OCC(=O)Nc2ccc(NC(=O)c3cccs3)cc2)cc1	17%	-4%	5%	-22%	-3%	-1%
2	O=C(c1cnc2sccn2c1=O)N(Cc1ccccc1)c1ccccn1	0%	3%	-1%	-7%	-4%	-1%
3	COC(=O)c1ccc(S(=O)(=O)NCc2ccc(OC)cc2)n1C	75%[activator]	37%[activator]	7%	4%	-12%	7%
4	O=C1c2ccccc2C(=O)N1c1ncn[nH]1	8%	0%	10%	12%	4%	-2%
5	CCCCCCN(C(=O)CCCCCN1C(=O)NC(c2ccc(-c3ccccc3)cc2)C(C(=O)OCc2ccccc2)=C1C)C(C(=O)NCCCC)c1ccc(OCC(=O)OC)cc1 (configuration not stated)	4.7µM*	u	-5%	7%[8.37 µM]	x	-2%
6	CC(NC(=O)CN(C)CC(=O)Nc1ccc(F)c(F)c1F)c1ccccc1 (configuration not stated)	0%	-2%	19%	10%	3%	3%
7	Cc1cc(N)n(-c2ccc(Oc3ccccc3)c(S(=O)(=O)O)c2)n1	1%	12%	-11%	-6%	-15%	1%
8	CCCCOc1ccc(-c2c(C#N)c(N)[nH]c(=S)c2C#N)cc1	-12%	-6%	-8%	1%	-3%	-1%
9	O=C(O)CCc1ccc(-c2ccccc2)o1	16%	22%	1.4µM*	-18%	-24%	-16%
10	COC(=O)Cc1ccc(N(Cc2ccccc2F)S(=O)(=O)c2ccc(Cl)cc2)cc1	41%[activator]	u	11%	7%	-1%	0%
11	CCCCn1c(N)c(N(Cc2ccccc2OC)C(=O)COc2ccccc2OC)c(=O)[nH]c1=O	u	u	-20%	8%	-7%	x
12	Cc1nnc(Sc2c(N)n(C)c(=O)[nH]c2=O)s1	48%[activator]	42%[activator]	15%	7%	-8%	-3%
13	Cc1ccccc1C(=O)/C=C1\NC(=O)CS1	11%	8%	-2%	-1%	6%	0%
14	O=C(CCCCCNc1nc(=S)[nH]c2ccccc12)NCCc1ccc(Cl)cc1	u	-24%	-1%	-29%	0%	0%
15	O=C(c1sc2ccccc2c1Cl)N(Cc1ccccc1Cl)C1CCS(=O)(=O)C1 (configuration not stated)	u	u	-1%	u	3%	-3%
16	Cc1cc(C)c(C)c(S(=O)(=O)N2CCN(C(=O)CCC(=O)N3CCOCC3)CC2)c1C	u	-6%	9%	-1%	5%	2%
17	Cc1cc(Cl)c(S(=O)(=O)NC(C)C)cc1OCC(N)=O	15%	-13%	-4%	3%	-3%	6%
18	CC1=C(C(=O)NCc2ccccc2)C(c2cc(Br)cc(Br)c2OC(C)C)NC(=O)N1 (configuration not stated)	13%	u	5%	7%	-4%	0%
19	CN(C)CCCNC(=O)c1cc(C(=O)C2CCCCC2)c[nH]1	u	u	3%	20%	3%	-6%
20	O=C(CN=C1NC(=O)C(c2ccccc2)(c2ccccc2)N1)NCc1ccc(F)cc1	17%	6%	1%	7%	5%	-2%
21	Cc1ccccc1Cn1c(C(=O)OC(C)C)cc2c1ccn2C	u	u	15%	2%	-9%	0%
22	CCc1ccccc1N(CC(=O)O)S(C)(=O)=O	15µM*	11%	12%	21%	2%	1%
23	COc1ccc(S(=O)(=O)N2CCN(c3ccc(F)cc3)CC2)cc1C(=O)N1CCCC1	56%[activator]	-1%	-12%	u	-1%	-5%
24	CCOc1ccccc1/C=C(/NC(=O)c1ccccc1)C(=O)N1CCCCC1	98%[activator]	u	8%	-16%	7%	-4%
25	COc1ccc(OC)c(C2=NOC(C(=O)N3CCCc4ccccc43)C2)c1 (configuration not stated)	x	5%	-12%	u	-4%	8%
26	Oc1ccc2oc3c(c2c1C=NCc1ccncc1)CCCC3	u	u	1%	-10%	-7%	2%
27	COc1cc(C2c3c(-c4ccccc4)n[nH]c3C(=O)N2c2ccccc2)ccc1O (configuration not stated)	4%	u	-5%	-27%	4%	4%
28	CN(C)Cc1cnc2ccc(Cl)cn12	0%	11%	-1%	2%	0%	1%
29	C=CCN1C(=O)NC(=O)/C(=C\c2ccc(-c3ccccc3[N+](=O)[O-])o2)C1=O	17%	3%	u	1%	u	-2%
30	Cc1cc(OCC(=O)N2CCC(C(=O)O)(c3ccccc3)CC2)c2c(C)c(C)c(=O)oc2c1	3%	u	6%	8%	3%	-5%
31	COc1ccc(C(=O)Nc2ccc(/C(C)=N/NC(=O)c3ccncc3)cc2)cc1	-29%	92%[activator]	-17%	x	x	-2%
32	CCN1C(=NCCc2cccs2)N[C@@H](CCc2ccccc2)[C@H](C(=O)NCCc2cccs2)[C@H]1C	7%	1.5µM*	-18%	x	x	-14%
33	Cc1noc(C)c1CSc1nnc(-c2ccccc2)n1N	0%	x	-9%	18%	-21%	7%
34	Cc1ccc(S(=O)(=O)NCC(=O)OC2CCOC2=O)cc1 (configuration not stated)	0%	16%	0%	0%	-8%	-2%
35	Cc1cc2nc(-c3cc(N4CCOCC4)ccc3[N+](=O)[O-])ccn2n1	19%	-1%	-5%	u	1%	13%
36	CCCCn1c(=O)[nH]c(=O)c2c1nc(-c1ccc(OC)c(Br)c1)n2CC(C)C	2.1µM*	u	6%	10µM*	6%	0%
37	NC(=O)Cn1nnc(-c2ccc(CN3CCCCC3)cc2)n1	u	34%[activator]	0%	4%	7%	-2%
38	Cc1ccc(CNC(=O)CC2Sc3ccccc3NC2=O)cc1 (configuration not stated)	5%	-8%	-15%	9%	-5%	-1%
39	COC(=O)c1cc2n(n1)CCN(Cc1ccc(OC)cc1)C2=O	37%[activator]	-1%	11%	6%	4%	1%
40	COc1ccc(-c2cn3cccc(C)c3n2)cc1F	u	i	3%	-35%	0%	u
41	CCOC(=O)c1ccc(NC(=O)CCC(CC)C(=O)O)cc1 (configuration not stated)	x	65%[activator]	-14%	6%	-3%	8%
42	C/C(Nc1ccccc1)=C(/C#N)C(N)=O	17%	x	7%	15%	-5%	9%
43	COc1ccc2c(c1)c(=O)oc1cc(OCC(=O)NC3CC3)ccc12	x	14%	14%	12%	3%	-5%
44	O=C(NCc1cccnc1)C12CC3CC(CC(C3)C1)C2	18%	-8%	7%	26%	3%	1%
45	Cc1cc(-c2ccccc2)c2c(n1)sc1c(O)cc(=O)[nH]c12	23%	7%	-3%	-1%	10%	u
46	Cc1nc2ccc(NS(=O)(=O)c3ccc(F)cc3)cc2s1	13%	-4%	-10%	u	4%	2%
47	O=C1CSC(c2ccc3c(c2)OCO3)N1c1ccc(Oc2ccccc2)cc1 (configuration not stated)	0%	u	32µM*	-27%	x	3%
48	Cc1ccc(S(=O)(=O)N2CCCC2C(=O)Nc2nc3c(s2)CCCC3)cc1 (configuration not stated)	x	u	4%	u	6%	2%

# (cont.)
# Every second line gives: Pf growth 96h | Pf growth 48h | Sm TGR inh | HCV inh | TbPYK inhibitor | LmPK inh
[49] O=C(c1ccc(-n2cncn2)c([N+](=O)[O-])c1)N1CCN(S(=O)(=O)c2ccc(Cl)cc2)CC1
→ 4.7µM* | u | -21% | 3% | 5% | -1%
[50] C/C(=N/NC(=O)c1cccs1)c1c(C)[nH]n(-c2nc3ccccc3s2)c1=O
→ -39% | 92%[activator] | -6% | -16% | u | 20µM*
[51] O=C(Nc1cc2c3c(c1)C1CCCC1CN3CC1CCCC21)c1ccc([N+](=O)[O-])cc1 (configuration not stated)
→ x | u | 0% | -13% | 4% | 4%
[52] COc1cc2c(cc1O)CC1c3c(cc(O)c(OC)c3-2)CCN1C (configuration not stated)
→ -23%&151% | u | 6%&-2% | -4% | 2% | -2%&-5%
[53] CC(/C=C/c1ccccc1)=N\NC(=O)C1CC1(C)c1ccccc1 (configuration not stated)
→ u | 12µM* | 0% | u | -1% | 4%
[54] CCOC(=O)Cc1csc(NC(=O)CC(C)(C)C)n1
→ 50%[activator] | 0% | 4% | 5% | -14% | 1%
[55] C=CCSc1nnc(NC(=O)CSc2ccccn2)s1
→ -23% | 23% | 20% | -1% | -1% | -4%
[56] Cc1ccc(-c2nc3cccnc3o2)cc1NC(=O)COc1ccc(Cl)cc1C
→ u | 8% | 1% | u | -2% | 0%
[57] CC(C)(C)c1nnc2sc(SCCN3C(=O)c4ccccc4C3=O)nn2c1=O
→ -26% | -2% | 0% | 9% | -6% | 3%
[58] Cc1ccc(C)c(N2CCN(C(=O)CCS(=O)(=O)c3ccc4c(c3)NC(=O)CO4)CC2)c1
→ 3% | u | 0% | u | 0% | 3%
[59] OC1(c2cccs2)CN(c2ccc(Cl)cc2)C2=[N+]1CCCC2 (configuration not stated)
→ u | u | 2% | -27% | 2% | 0%[11.5 µM]
